TGFb SMAD3 inh – blocks TGF-b signaling. HepG2 CAGA-GFP TGF-b/SMAD3 reporter, GFP fluorescence, 18 h; TGF-beta stimulated, 500 pg/mL final. Potency, µM (titrated, usually from 46.1 µM), inactives show at the top dose activity, negative = inhibition, usual class: inhibitors. 1.2% of 410,000 active. AID 588855; further: potency means the concentration at half of the fitted maximal effect; on the % scale 0 is the no-effect control and ±100 the full control effect; nearly all actives have a fitted effect of over 65% in size
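Using HEPG2 CAGA-GFP reporter cells at 1000 cells/well, we pinned test compounds, stimulated with recombinant TGF-beta (500 pg/mL final) and measured total well GFP after 18 h.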
S2 tox – reduces viability in counter-screen for ATXN expression inhibitors | S2 cells (HEK-293 line with an ATXN2-luciferase reporter) viability, CellTiter-Fluor protease fluorescence, 24 h | Potency, µM (series often up to 56.7 µM), actives largely listed as cytotoxic | 0.49% of 400,000 active | AID 651635; further: potency means the concentration at half of the fitted maximal effect; nearly all actives have a fitted effect of over 40% in size
A549 tox – kills or reduces viability of A549 cells in Nrf2 counter-screen | A549 ARE-Fluc cells, CellTiter-Fluor viability, 18-24 h | Potency, µM (titrated, usually from 46 µM), without a hit: at the top dose activity change, negative = cytotoxicity, hits mostly inhibitors | 0.16% of 390,000 active; further: potency means the concentration at half of the fitted maximal effect; on the % scale 0 is the no-effect control and ±100 the full control effect
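Cytotoxicity counterscreen: CellTiter-Fluor fluorescence was measured in A549 ARE_Fluc cells after 18-24 h of compound exposure in a concentration series. The subsequent BugLite luminescent read reports ARE-luciferase activity.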
Nrf2 ARE act – Nrf2 pathway activation; AREc32 ARE-luciferase reporter (MCF7-derived line), luminescence, 24 h; Potency, µM (highest dose often 46.1 µM), for the others: top-dose activation, usual class: activators; 0.31% of 410,000 active; further: potency means the concentration at half of the fitted maximal effect; % of control where 0% means no effect; nearly all actives have a fitted effect of over 65% in size
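AREc32_Fluc, 1000 cells/well, OPTI-MEM + 5% FBS, o/n 37 deg C 5% CO2; 23 nL cpd by pin tool, 24 hr; Steady-Glo 30 min RT, luminescence.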
Nrf2 inh – Nrf2 pathway inhibition | 2.1% of 360,000 active | AID 504444 | A549 ARE-Fluc reporter, luciferase luminescence, 18-24 h | Potency, µM (top dose mostly 46 µM), without a hit: at the highest dose activity change, negative = inhibition, usual class: inhibitors; further: potency means the concentration at half of the fitted maximal effect; on the % scale 0 is the no-effect control and ±100 the full control effect; nearly all actives have a fitted effect of over 60% in size
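Nrf2 function is reported as luminescence of an ARE-controlled luciferase in A549 cells. Compounds were tested at several concentrations, and a CellTiter-Fluor read on the same wells flagged cytotoxicity.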
pAkt inh – Akt phosphorylation inhibition | 0.32% of 360,000 active | activity change, % for hits at 50 µM | AID 651550 | Neuro2A IGF-stimulated pAkt S473 HTRF, 20 min; active compounds read low; in the data active means activity change below about -80%; inconclusive means mostly about -51% to -80%; further: on the % scale 0 is the no-effect control and ±100 the full control effect
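Single-point screen (50 µM final compound) in Neuro2A cells stimulated 20 min with 6 nM IGF at 37 deg C. After lysis, Ser473-phosphorylated Akt read by HTRF (ex 330 nm, em 615/665 nm) as the 665/615 ratio.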
MmCpn inh – M. maripaludis TRiC chaperonin inhibition; 0.031% of 330,000 active; AID 504842; purified Mm-Cpn ATPase, ADP Transcreener TR-FRET; Potency, µM (doses to about 76.9 µM), for the others: at the highest dose activity, negative = inhibition, most hits filed as inhibitors; further: potency means the concentration at half of the fitted maximal effect; on the % scale 0 is the no-effect control and ±100 the full control effect; nearly all actives have a fitted effect of over 80% in size
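Purified archaeal chaperonin (25 nM final) was preincubated with compound for 10 min at 37°C, then ATP (10 uM final) was added for 30 min at 37°C in Tris pH 7.4/KCl/MgCl2/DTT buffer. ADP was quantified by HTRF Transcreener TR-FRET.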
CCT modulator – cytosolic chaperonin activity modulation | purified chaperonin ATPase assay, HTRF ADP detection, 30 min | activity change, % (test concentration not listed), hits read low | 0.3% of 360,000 active; in the data active means activity change below about -30%; further: on the % scale 0 is the no-effect control and ±100 the full control effect
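First, chaperonin was dispensed at 40 nM or 20 nM final depending on batch activity. Next, compounds were pinned at 76 uM and ATP added at 10 uM. After 30 min at 37 °C, ADP detection reagents ran 30 min at ambient temperature.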
HepG2 tox – HepG2 cytotoxicity, counter-screen for TGF-b inhibitors; HepG2 CAGA-GFP viability, ATP luminescence, 18 h; Potency, µM (doses to about 46.1 µM), for the others: top-dose activity change, negative = cytotoxicity, most hits filed as cytotoxic; 0.76% of 410,000 active; AID 588856; further: potency means the concentration at half of the fitted maximal effect; some results filed as inactive show a strong effect at the top dose
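CellTiter-Glo luminescence gave cytotoxicity after 18 hours at 37 degrees C. The cells were HepG2 CAGA-GFP in 1% FBS DMEM, stimulated with 500 pg/mL TGF-beta after compound addition. %Activity was normalised to no-cell wells (complete cell-killing) and DMSO (no toxicity), and curves were fitted and classified.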
Starred values were filed as active, the others as inactive; i = inactive; ? = inconclusive; · = not tested or not shown; & = joins results of further samples; [ ] = another dose, or the depositor's remark. Unless noted, the call rests on the fitted dose curve; in most records, active means well fitted curve in the direction sought with a large enough effect; inconclusive means small, poorly fitted or top-dose-only effect, or another doubt; inactive means no such curve, though single readings can be large; an effect the other way counts as inactive or inconclusive. Hits appear at their usual frequency. Share with any hit: about 4.4%.

[1] CC(C)N1CCc2c(sc(NC(=O)CCS(=O)(=O)c3ccccc3)c2C#N)C1
[2] CCOc1ccc(NC(=O)CN(C)C(=O)CC2OC(=O)c3ccccc32)cc1OCC (centres undefined)
[3] CC(C)CCNC(=O)COc1ccc2c3c(c(=O)oc2c1)CCC3
[4] CCC(Sc1ccc2nnc(-c3cccnc3)n2n1)C(=O)O (centres undefined)
[5] COc1ccc(NS(=O)(=O)c2ccc3c(c2)OCCO3)cc1OC
[6] CCN1CCc2nc(NC(=O)c3ccc(S(=O)(=O)N(C)C)cc3)sc2C1
[7] CCCCC(=O)Nc1cccc(-c2nnc(-c3ccccc3)o2)c1
[8] CC(=O)Nc1ccc(Br)c2ccccc12
[9] Cc1cc2ncn(/N=C/c3ccc4c(c3)OCO4)c2cc1C
[10] CCc1ccc(OCC(=O)NC(=S)Nc2ccc(S(=O)(=O)NC3CCCCC3)cc2)cc1

Assay by compound	1	2	3	4	5	6	7	8	9	10
TGFb SMAD3 inh	-10.0%	-15.6%	5.6%	-15.5%&-6.1%	-10.2%	3.1%	30.9%	-10.5%	-12.9%	14.2%
S2 tox	?	?	i	i	i	i	i	i	i	i
A549 tox	-8.1%	-1.9%	0.5%	-8.5%	-11.5%	-4.7%	1.5%	6.4%	4.8%	-2.0%
Nrf2 ARE act	?	-0.2%	-0.3%	-0.9%	0.3%	-0.3%	2.5%	0.3%	6.1%	0.3%
Nrf2 inh	1.0%	-10.4%	-20.9%	-4.5%	20.6µM*	?	·	14.7%	?	-17.4%
pAkt inh	i	i	i	i	i	i	i	i	i	i
MmCpn inh	-0.9%	0.8%	-1.8%	?	1.7%	-0.6%	1.9%	-20.3%	-0.7%	?
CCT modulator	-3.7	-0.8	3.0	-4.3	-2.8	-0.2	0.7	0.3	4.8	0.5
HepG2 tox	-0.1%	4.9%	8.6%	-13.8%&1.9%	-40.7%	-1.5%	-19.9%	-5.9%	-31.7%	-3.9%

Arranged by value in MmCpn inh (smallest number first): 3 of the compounds above
entry | SMILES | MmCpn inh
9 | Cc1cc2ncn(/N=C/c3ccc4c(c3)OCO4)c2cc1C | -0.7%
5 | COc1ccc(NS(=O)(=O)c2ccc3c(c2)OCCO3)cc1OC | 1.7%
7 | CCCCC(=O)Nc1cccc(-c2nnc(-c3ccccc3)o2)c1 | 1.9%

Back to the main list with the 3 entries that preceded the break.
[8] CC(=O)Nc1ccc(Br)c2ccccc12
[9] Cc1cc2ncn(/N=C/c3ccc4c(c3)OCO4)c2cc1C
[10] CCc1ccc(OCC(=O)NC(=S)Nc2ccc(S(=O)(=O)NC3CCCCC3)cc2)cc1
[11] CC(=O)Oc1ccc(-c2cccc(C(=O)O)c2)cc1
[12] CCOC(=O)c1c(NC(=O)c2c(C(=O)O)cccc2[N+](=O)[O-])sc2c1CCCC2
[13] CN(C)/C=C(/C(=O)c1ccc(Cl)cc1)n1cncn1
[14] COc1ccc(CNc2ncc(-c3ccccc3)n2C)c2ccccc12
[15] COc1ccc(Cl)cc1NC(=O)CCCS(=O)(=O)c1nc(-c2ccc(OC)c(OC)c2)cc(C(F)(F)F)n1
[16] O=S1(=O)CCN(C2CCCCCCC2)CC1
[17] CC(=O)Nc1ccc(NC(=O)COc2ccc(S(=O)(=O)N3CCCC3)cc2)cc1
[18] COC(=O)c1ccc(C(=O)OC)c(NC(=O)CSc2n[nH]c(N)n2)c1
[19] CC(=O)c1ccc(NC(=O)Nc2cccc3ccccc23)cc1
[20] Cc1cccc(COC(=O)CCCNC(=O)c2ccc(Cl)cc2)c1

Assay by compound	8	9	10	11	12	13	14	15	16	17	18	19	20
TGFb SMAD3 inh	-10.5%	-12.9%	14.2%	0.8%	4.9%	12.5%	?	2.82µM*	-5.1%	0.7%	11.1%	-0.9%	-7.9%
S2 tox	i	i	i	i	i	i	i	·	i	i	i	i	i
A549 tox	6.4%	4.8%	-2.0%	-1.4%	-3.8%	-1.7%	-14.0%	-7.2%	·	-7.2%	0.8%	-6.3%	1.2%
Nrf2 ARE act	0.3%	6.1%	0.3%	-0.3%	-0.9%	0.9%	0.7%	?	0.3%	0.3%	2.5%	3.0%	-0.4%
Nrf2 inh	14.7%	?	-17.4%	12.5%	12.6%	23.0%	?	8.7%[9.27 µM]	·	-3.4%	-4.3%	24.1%	-2.7%
pAkt inh	i	i	i	i	i	i	i	·	i	i	i	i	i
MmCpn inh	-20.3%	-0.7%	?	-10.9%	0.3%	-2.8%	-0.6%	·	·	0.4%	2.4%	-5.2%	-7.7%
CCT modulator	0.3	4.8	0.5	1.4	-1.0	-2.4	-3.0	·	-0.6	0.2	-1.9	0.5	-1.1
HepG2 tox	-5.9%	-31.7%	-3.9%	2.5%	-22.3%	8.9%	-31.8%	14.1µM*	3.1%	19.8%	0.7%	0.4%	-19.2%

[21] C[N+]1(C2CCC3CCCC2C3O)CCCC1 (centres undefined)
[22] O=C(CSc1nnc(-c2ccncc2)n1C1CCCCC1)Nc1cccc(O)c1
[23] O=C(COC(=O)C1Cc2ccccc2CN1C(=O)c1ccccc1)Nc1ccc(SC(F)F)cc1 (centres undefined)
[24] Cc1noc(C)c1C(=O)N(CC(=O)Nc1ccc(Cl)c(C(F)(F)F)c1)Cc1ccco1
[25] O=C(COC(=O)C1CCN(S(=O)(=O)c2cccs2)CC1)Nc1ccc(F)c(F)c1F
[26] COc1ccc(/C=C2/S/C(=N/N=C3\CC4CCC3(C)C4(C)C)NC2=O)cc1 (centres undefined)
[27] Cc1ccc2c(C)c(C(=O)N(C)C(C)c3ccncn3)oc2c1C (centres undefined)
[28] CC1CCCN(C(=O)COC(=O)C2CCN(S(=O)(=O)c3ccc(Cl)c(C(F)(F)F)c3)CC2)C1 (centres undefined)
[29] CCOC(=O)C1CCCN(C(=S)Nc2ccc(C)cc2C)C1 (centres undefined)
[30] O=C(c1cc(S(=O)(=O)N2CCOCC2)ccc1F)N1CCCc2ccccc21

Assay by compound	21	22	23	24	25	26	27	28	29	30
TGFb SMAD3 inh	-25.9%	-5.4%	-13.5%	?	23.3%	-0.7%	-18.4%	21.7%	1.5%	10.1%
S2 tox	i	i	i	i	i	i	i	i	i	i
A549 tox	1.1%	-5.6%	8.2%	-13.4%	-2.7%	4.9%	1.6%	0.4%	-1.4%	-5.2%
Nrf2 ARE act	8.5%	-0.2%	-0.4%	7.3%	0.3%	0.0%	3.4%	0.2%	0.0%	0.2%
Nrf2 inh	12.4%	7.7%	-4.1%	-6.9%	8.0%	·	14.1%	13.1%	10.0%	2.6%
pAkt inh	i	i	i	i	i	i	i	i	i	i
MmCpn inh	0.5%	-1.7%	1.0%	1.1%	-2.6%	1.7%	-4.7%	-0.4%	0.5%	0.1%
CCT modulator	3.2	-2.1	-1.6	0.2	-1.3	-0.8	-2.3	1.9	-1.9	0.0
HepG2 tox	-5.2%	-22.2%	-14.0%	-27.2%	2.5%	-11.3%	-9.3%	2.1%	-6.2%	20.8%

[31] CN(C)CCNC(=O)c1sc2nc(-c3ccccc3)cc(C(F)(F)F)c2c1N
[32] O=C(CS(=O)(=O)c1ccccc1)Nc1ccc(N2CCOCC2)cc1
[33] COc1ccc(NC(=O)CN2CCC(C(=O)c3ccc(C)cc3)CC2)c(OC)c1
[34] Nc1cc(N)nc(SCc2nnnn2-c2ccc(Cl)cc2)n1
[35] CCN(CC)CCNC(=O)c1ccc(NC(=O)c2cc(S(=O)(=O)N3CCCCC3)ccc2C)cc1
[36] CCOC(=O)c1cnn(-c2ccccc2)c1NC(=O)c1cccs1
[37] COC(=O)c1c(N2C(=O)CCC2=O)sc2c1CCCC2
[38] CCCCNc1cc(C)nc(N2CCOCC2)n1
[39] C[C@H](NC(=O)NCc1cccs1)C(=O)O
[40] CC(C)NC(=O)c1ccc2nc([C@@H]3O[C@H](CO)[C@H](O)[C@H](O)[C@H]3O)[nH]c2c1
[41] COC(=O)C(NC(=O)CCc1c(C)nc2c(-c3ccccc3)c(C)nn2c1C)C(C)C (centres undefined)
[42] O=C(NCc1ccc(S(=O)(=O)Nc2ccccc2Cl)s1)c1ccccc1
[43] Cc1ccc(OCC(=O)N(Cc2nnc(-c3ccccc3Cl)o2)C2CC2)cc1C

Assay by compound	31	32	33	34	35	36	37	38	39	40	41	42	43
TGFb SMAD3 inh	?	16.9%	18.1%	4.4%	1.9%	-7.9%	7.5%	16.0%	-0.8%	5.9%	?	-8.4%	-23.0%
S2 tox	i	i	?	i	i	i	i	i	i	i	i	·	i
A549 tox	0.0%	4.6%	-0.9%	8.6%	23.2%	1.1%	-1.3%	0.1%	-0.9%	·	2.7%	3.0%	-17.2%
Nrf2 ARE act	?	-0.1%	0.2%	0.2%	-0.9%	0.3%	0.0%	0.2%	-0.5%	-0.2%	2.5%	3.2%	0.4%
Nrf2 inh	-13.2%	1.2%	-1.3%	-10.4%	7.8%	-10.0%	?	·	2.8%	·	-11.3%	-16.6%	-22.7%
pAkt inh	i	i	i	i	i	i	i	i	i	i	·	i	i
MmCpn inh	-0.4%	0.3%	0.9%	1.0%	0.5%	-0.3%	-7.5%	-0.8%	2.4%	·	·	1.2%	0.7%
CCT modulator	-0.6	-2.0	-0.3	2.1	-1.7	-0.8	-1.9	-1.1	-1.0	1.2	·	-1.8	-1.5
HepG2 tox	11.2µM*	17.5%	-4.0%	-39.3%	-4.6%	-5.7%	-13.9%	-1.6%	0.0%	2.4%	-13.8%	-12.8%	-16.7%

Assay outcomes deposited in PubChem by National Center for Advancing Translational Sciences (NCATS).
